# p53null 39C tox: kills p53 null cells at the nonpermissive temperature; H1299 p53-null (neo) cells, 39C, ATPlite viability, 24 h; Potency, µM (top dose mostly 46.1 µM), for the others: at the highest dose activity, negative = cell killing, hits mostly cytotoxic; 0.97% of 55,000 active; AID 904;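 note: potency is the fitted concentration of half-maximal effect; 0% = DMSO only and -100% = full killing by 100 µM tamoxifen; nearly all actives have a fitted effect of over 50% in size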
#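 H1299 lung cancer cells, p53-null (H1299-neo) or expressing p53 A138V (H1299-p53A138V), were plated overnight at 37C, then exposed to compounds at up to 46 uM for 24 hr at 39C. Viability was read by ATP-based luminescence.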
# p53null 32C tox: selectivity test: cytotoxicity in p53 null cells, permissive temperature. H1299-neo p53 null cells, ATP luminescence, 24 h, 32C. Potency, µM (series often up to 46.1 µM), inactives show at the highest dose activity change, negative = cytotoxicity, actives largely listed as cytotoxic. 0.62% of 55,000 active;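 note: potency is the fitted concentration of half-maximal effect; 0% = DMSO only and -100% = full killing by 100 µM tamoxifen; nearly all actives have a fitted effect of over 55% in size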
#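 AC50 values derive from Hill modelling of qHTS concentration-response data (up to 46 uM) in H1299-neo cells. Cells were treated 24 h at 32C following overnight attachment at 37C; viability was read as cellular ATP.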
# FH mod: Identification of activators of human fumarate hydratase by quantitative high-throughput screening. FH coupled MDH/diaphorase resazurin fluorescence, 15 min. Potency, µM (titrated, usually from 79.9 µM), for inactives: top-dose activity change, negative = inhibition, usual class: inhibitors. 0.22% of 54,000 active; note: potency is the fitted concentration of half-maximal effect; % is set by controls: 0 for no effect and ±100 for the full control effect; the screen sought activators but most active calls are inhibition curves; nearly all actives have a fitted effect of over 45% in size
# Target sequence (P07954 whole entry, looked up): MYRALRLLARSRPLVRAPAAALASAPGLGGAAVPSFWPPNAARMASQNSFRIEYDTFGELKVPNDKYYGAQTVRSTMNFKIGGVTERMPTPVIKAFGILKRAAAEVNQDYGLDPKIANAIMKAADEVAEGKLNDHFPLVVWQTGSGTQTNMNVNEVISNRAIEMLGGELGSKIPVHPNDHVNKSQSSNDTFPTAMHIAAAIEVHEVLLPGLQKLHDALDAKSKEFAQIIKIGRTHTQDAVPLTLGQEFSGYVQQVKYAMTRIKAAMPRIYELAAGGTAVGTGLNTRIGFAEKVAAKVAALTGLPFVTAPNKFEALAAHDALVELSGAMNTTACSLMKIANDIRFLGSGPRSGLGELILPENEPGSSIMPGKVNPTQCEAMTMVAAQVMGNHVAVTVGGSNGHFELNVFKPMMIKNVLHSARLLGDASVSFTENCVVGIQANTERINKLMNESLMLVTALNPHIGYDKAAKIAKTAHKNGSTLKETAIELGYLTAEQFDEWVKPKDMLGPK
# NTMT1 inh: inhibitors of human N-terminal methyltransferase NTMT1. AID 1645870. 2.5% of 59,000 active. Q9BV86. NTMT1 MTase-Glo SAH luminescence, purified enzyme. Potency, µM (series often up to 114 µM), without a hit: top-dose activity change, negative = inhibition, usual class: inhibitors;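 note: potency is the fitted concentration of half-maximal effect; plate controls were DMSO vehicle for no effect and no enzyme for full effect; nearly all actives have a fitted effect of over 65% in size; many of its hits are not listed in these tables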
# Target sequence (Q9BV86 whole entry, looked up): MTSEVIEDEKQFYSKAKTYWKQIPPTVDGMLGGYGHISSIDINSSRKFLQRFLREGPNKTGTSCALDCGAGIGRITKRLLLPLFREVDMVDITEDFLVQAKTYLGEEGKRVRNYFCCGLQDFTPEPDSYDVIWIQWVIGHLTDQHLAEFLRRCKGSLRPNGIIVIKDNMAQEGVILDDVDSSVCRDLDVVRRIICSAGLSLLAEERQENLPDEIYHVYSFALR
# GALK inhibitor: inhibits human galactokinase. Potency, µM (top dose mostly 57.5 µM), without a hit: at the top dose activity, negative = inhibition, usual class: inhibitors. AID 1347072. recombinant GALK, Kinase-Glo ATP luminescence, 1 h. P51570. 44,000 tested, under 10 active;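 note: plate controls were full GALK reaction for no effect and reaction lacking GALK for full effect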
#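 Reactions with and without enzyme served as controls. GALK at 5 nM phosphorylates 100 uM galactose using 35 uM ATP (HEPES pH 8.0, Mg2+) for 1 h at RT, with luminescence read 10 min after adding Kinase-Glo Plus.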
# B2AR arrestin ag: agonists recruiting beta-arrestin to human beta2-adrenergic receptor; 44,000 tested, under 10 active; Potency, µM (doses to about 46.1 µM), for the others: at the highest dose activation, most hits filed as activators; HTLA Tango cells, beta-arrestin recruitment, luciferase luminescence, 18 h; AID 1347077; P07550;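 note: potency is the fitted concentration of half-maximal effect; 0% = DMSO and full agonism = EC100 isoproterenol or metaproterenol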
#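 Tango cell line, 1% FBS DMEM; cpd titration up to 46 microM; 18 hr, 37 degrees C, 5% CO2. Luciferin/ATP substrate mix added, 15 min RT, luminescence. %Activity, CRC fitting, curve-class categorization.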
# TSG101-PTAP inh: blocks PTAP binding to human TSG101, validation; Q99816; Fluorescence polarization, FITC-PTAP peptide/Tsg101, 20 min; Potency, µM (titrated, usually from 115 µM), for inactives: at the highest dose activity change, negative = inhibition, hits mostly inhibitors; 44,000 tested, under 10 active; note: potency is the fitted concentration of half-maximal effect; 0% is about no effect
# Target sequence (Q99816 whole entry, looked up): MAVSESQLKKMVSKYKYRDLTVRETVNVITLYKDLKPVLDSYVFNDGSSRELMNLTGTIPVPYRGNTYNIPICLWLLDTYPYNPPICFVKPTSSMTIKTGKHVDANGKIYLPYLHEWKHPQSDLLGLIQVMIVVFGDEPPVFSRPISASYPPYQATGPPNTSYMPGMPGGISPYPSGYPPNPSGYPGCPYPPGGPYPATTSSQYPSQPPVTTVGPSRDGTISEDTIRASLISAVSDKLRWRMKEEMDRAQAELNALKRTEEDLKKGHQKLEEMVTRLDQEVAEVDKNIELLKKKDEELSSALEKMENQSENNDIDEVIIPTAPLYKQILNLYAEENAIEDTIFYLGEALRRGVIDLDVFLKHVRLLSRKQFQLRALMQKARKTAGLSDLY
#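 FITC-labeled PTAP peptide (50 nM final) binding to Tsg101 binding domain (10 uM final) read by fluorescence polarization after 20 min at r.t. in HEPES pH 7.5 buffer. Actives by CRC class, <25 µM.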
# Starred values were filed as active, the others as inactive; ? = inconclusive; . = no result given; [ ] = dose if it differs, or a comment. Calls come from the whole dose curve; as a rule, active = well fitted curve in the direction sought with a large enough effect; inconclusive = small, poorly fitted or top-dose-only effect, or another doubt; inactive = no such curve, though single readings can be large; an effect the other way counts as inactive or inconclusive.
# Results follow in this order: p53null 39C tox, p53null 32C tox, FH mod, NTMT1 inh, GALK inhibitor, B2AR arrestin ag, TSG101-PTAP inh
Cc1cc(N2CCC(C)CC2)nc2ccc(NC(=O)CCC(=O)N3CCN(c4ccccc4F)CC3)cc12
→ 11.6%, 21.4%, ?, 0.6%, 4.3%, 5.5%, 2.3%
Cc1nn(CCCC(=O)NCc2ccc(F)cc2)c(=O)c2c1sc1ccccc12
→ -10.0%, -0.3%, 3.8%, -2.8%, 3.4%, -3.0%, 0.9%
CC1=C(c2ccc(C)c(C)c2)S(=O)(=O)N(Cc2ccc(C(=O)Nc3cc(F)ccc3F)cc2)C1=O
→ 5.2%, 5.7%, -2.4%, -0.5%, 1.1%, 0.1%, 1.3%
CCc1ccc(C(=O)c2cn(CC(=O)Nc3cc(F)ccc3F)c3nc(C)ccc3c2=O)cc1
→ -21.5%, -4.6%, -17.5%, -0.2%, 0.9%, -0.1%, 4.6%
COc1ccc(-n2nnnc2C2CCN(S(=O)(=O)c3cccc(Cl)c3C)CC2)cc1
→ -22.4%, -2.2%, -16.4%, 5.9%, 3.6%, -1.5%, 0.7%
CCc1ccc(S(=O)(=O)c2cn(Cc3ccccc3)c3cc(N4CCCC4)c(F)cc3c2=O)cc1
→ -2.3%, -5.7%, -4.9%, 4.4%, -7.3%, 0.5%, 0.4%
COc1cc(CNCCSc2nnnn2C)ccc1OCc1ccccc1C
→ -26.1%, 8.6%, -5.8%, ?, 9.0%, 0.8%, -2.4%
CCOc1ccccc1CNC(=O)CCCn1c(=O)c2cccn2c2cccnc21
→ -14.1%, 10.1%, 7.3%, 0.2%, -7.0%, 2.9%, -0.2%
Cc1ccc(C2CCN(C(=O)Nc3ccc(C)c(C)c3)C2)cc1 (stereo unspecified)
→ 20.9%, ?, -2.3%, -5.0%, 4.9%, 1.1%, -1.7%
COc1ccc(CNC(=O)c2cc3c(=O)n(C)c4ccccc4c3n2C)c(OC)c1
→ -24.4%, 1.9%, ?, 13.4%, -1.3%, 0.2%, -1.7%
CCCc1cc(=O)n2[nH]c(NCc3c(F)cccc3Cl)nc2n1
→ 11.2%, -11.3%, 1.6%, 15.8%, -9.1%, -0.6%, -2.1%
COc1ccc(NC(=O)Nc2cccc(C)n2)c(OC)c1
→ 17.8%, -8.3%, -2.3%, 0.4%, 1.6%, 0.3%, 0.8%
Cc1ccc(-n2nc3cc(C)c(NC(=O)COc4ccccc4)cc3n2)cc1
→ 11.5%, -4.8%, 9.3%, -0.4%, -0.3%, -0.9%, 0.1%
COc1cc(/C=C(\C#N)c2nc3ccccc3[nH]2)ccc1OCc1ccccc1F
→ -18.0%, -10.3%, -2.8%, 2.5%, 0.0%, 1.2%, 8.9%
COc1ccccc1Nc1cc(C(=O)NC2CCCC2)c2ccccc2n1
→ -6.4%, -0.7%, -2.3%, 7.3%, 6.8%, 0.7%, -0.6%
O=c1c2cccnc2n(Cc2ccccc2F)c(=O)n1Cc1ccc(F)cc1
→ 2.1%, -2.7%, -11.2%, 3.7%, 4.0%, -0.4%, -2.9%
CCOc1cccc(Nc2nn(-c3ccc(OC(F)(F)F)cc3)nc2C(C)=O)c1
→ -6.3%, 1.0%, -5.4%, 20.2%, -3.7%, -1.3%, 2.7%
CC(=O)N1CCc2c(sc3c2c(=O)n(-c2ccccc2Cl)c(=O)n3C)C1
→ 4.1%, 1.7%, 4.1%, -3.3%, -3.3%, -2.8%, -0.7%
CCN(CC)S(=O)(=O)c1ccc(C(=O)Nc2nc3c(Cl)cc(Cl)cc3s2)cc1
→ 29.3%, 11.5%, -30.5%, -21.7%, -1.6%, -0.3%, 1.3%
CCOc1ccccc1NC(=O)c1cc2cc(C)ccc2n1C
→ -10.9%, 1.6%, -26.0%, 5.6%, -6.4%, -1.7%, 0.6%
COc1ccc(-c2nc(SCC(=O)NC3CCCC3)c(-c3ccc(C)cc3)[nH]2)cc1OC
→ 11.1%, 10.2%, -15.3%, -6.6%, 1.8%, -1.3%, 1.2%
COc1ccc2oc(-c3ccc(C)c(NC(=O)c4ccc5c(c4)OCCO5)c3)nc2c1
→ -11.2%, -11.8%, 1.2%, 5.0%, 2.6%, 0.8%, -0.9%
CCOc1ccc(CNC(=O)CN2C(=O)CSc3c2c(C)nn3-c2ccccc2)cc1
→ -12.2%, -5.6%, -12.8%, -1.4%, -0.1%, 0.0%, 1.5%
Cc1ccc(C(=O)Nc2nnc(S(=O)(=O)N3CCCc4ccccc43)s2)cc1
→ 16.0%, 4.9%, -6.1%, 17.1%, 4.4%, -0.5%, 0.1%
Cc1nc2nc(SCC(=O)N(Cc3ccccc3)C(C)C)nn2c(C)c1Cc1ccccc1Cl
→ 19.3%, 34.0%[activator], -31.1%, 3.3%, -4.7%, -1.4%, -1.6%
CCc1nnc(SC(CC)C(=O)NCCOC)c2cc3occc3n12 (stereo unspecified)
→ 73.8%[activator], -1.8%, -2.9%, 11.6%, 0.6%, 1.4%, -3.6%
COc1ccc(-c2nc(CNS(=O)(=O)c3ccccc3)cs2)cc1
→ -8.4%, -8.9%, -16.1%, 0.0%, 8.5%, -3.2%, -1.9%
CC(C)(C)C1CCc2c(sc(NC(=O)Cn3nnc(-c4ccccc4Cl)n3)c2C#N)C1 (stereo unspecified)
→ -2.8%, 3.3%[9.22 µM], ?, 7.5%, 2.7%, 0.4%, 1.1%
COC(=O)c1ccc(-n2c(CCC(=O)O)ccc2-c2ccc(C)cc2)cc1
→ -4.2%, -1.2%, -5.7%, -3.9%, 0.0%, -2.1%, -5.2%
Cc1ccc2c(c1)CC(C)N2S(=O)(=O)c1nnc(NC(=O)c2ccccc2F)s1 (stereo unspecified)
→ -4.8%, 1.5%, -23.7%, 20.1%, 0.0%, -0.3%, -1.5%

# Reprinted at random: two compounds from above, in no set order.
# Results follow in this order: p53null 39C tox, p53null 32C tox, FH mod, NTMT1 inh, GALK inhibitor, B2AR arrestin ag, TSG101-PTAP inh
COc1ccc(-n2nnnc2C2CCN(S(=O)(=O)c3cccc(Cl)c3C)CC2)cc1
→ -22.4%, -2.2%, -16.4%, 5.9%, 3.6%, -1.5%, 0.7%
CCc1nnc(SC(CC)C(=O)NCCOC)c2cc3occc3n12 (stereo unspecified)
→ 73.8%[activator], -1.8%, -2.9%, 11.6%, 0.6%, 1.4%, -3.6%

# Entries of single compounds as entered above:
# Cc1ccc(C(=O)Nc2nnc(S(=O)(=O)N3CCCc4ccccc43)s2)cc1 as listed: p53null 39C tox = 16.0%; p53null 32C tox = 4.9%; FH mod = -6.1%; NTMT1 inh = 17.1%; GALK inhibitor = 4.4%; B2AR arrestin ag = -0.5%; TSG101-PTAP inh = 0.1%
# Cc1nc2nc(SCC(=O)N(Cc3ccccc3)C(C)C)nn2c(C)c1Cc1ccccc1Cl as listed: p53null 39C tox = 19.3%; p53null 32C tox = 34.0%[activator]; FH mod = -31.1%; NTMT1 inh = 3.3%; GALK inhibitor = -4.7%; B2AR arrestin ag = -1.4%; TSG101-PTAP inh = -1.6%

# Next part
# Results follow in this order: p53null 39C tox, p53null 32C tox, FH mod, NTMT1 inh, GALK inhibitor, B2AR arrestin ag, TSG101-PTAP inh
COc1ccc(C(=O)c2c(N)c(-c3nc(-c4ccc(OC)cc4)cs3)c3ccccn23)cc1
→ 0.3%, 13.7%, -7.9%, 9.8%, -2.7%, -0.7%, -4.4%
Cc1ccc(C(=O)Nc2ccc(-c3cn4cccnc4n3)cc2)cc1C
→ -16.6%, -3.4%, -15.4%, -6.3%, -2.3%, 0.6%, -0.2%
CC(NC(=O)c1cc2sccc2n1Cc1ccc(F)cc1)c1ccccc1 (stereo unspecified)
→ -10.0%, -3.1%, -2.5%, 11.8%, 6.3%, 0.8%, 3.4%
COc1cc2c(C(=O)Nc3ccc(C)cc3Br)cn(C)c(=O)c2cc1OC
→ 21.3%, -2.1%, 0.6%, 15.8%, -0.3%, -1.0%, -0.1%
COc1ccc(S(=O)(=O)NCCc2sc(-c3cccc(C)c3)nc2C)cc1
→ 6.3%, 5.1%, ?, -7.1%, 2.7%, -0.1%, -1.1%
CCOc1ccccc1NC(=O)CSc1nc2c(c(=O)[nH]1)CCC2
→ -3.4%, -0.7%, -3.2%, -5.7%, -0.2%, 0.6%, -4.3%
O=C(Nc1ccc(C(=O)OCc2cc(=O)n3nc(C4CC4)sc3n2)cc1)c1cccc(F)c1
→ -7.0%, -6.6%, -17.6%, -4.5%, 2.7%, 0.7%, 2.3%
COc1ccc(-n2c(C)nc3c(cnn3-c3ccc(C)c(C)c3)c2=O)cc1Cl
→ -0.3%, 6.9%, -29.1%, -4.1%, 7.8%, 14.2%, -1.4%
O=S(=O)(NCCc1nnc2ccc(SCc3ccc(Cl)cc3Cl)nn12)c1ccccc1
→ 19.5%, 5.3%, ?, 3.9%, 3.8%, 1.4%, -8.1%
CCc1ccc(CNC(=O)C2CCN(c3nnc(C)c4c(C)n(-c5ccc(C)cc5)nc34)CC2)cc1
→ ?, ?, -14.1%, ?, -1.9%, 0.7%, 0.4%
Cc1ccccc1-c1noc(-c2ccccc2OCC(=O)Nc2cccc([N+](=O)[O-])c2)n1
→ -1.2%, -1.6%, -17.1%, 1.9%, 2.3%, -1.9%, -6.6%
COc1ccc(N2CC(NC(=O)C(=O)c3c[nH]c4ccccc34)CC2=O)cc1 (stereo unspecified)
→ 9.6%, -7.8%, -1.0%, -1.8%, -7.6%, -4.3%, -1.6%
COc1ccc(-c2nc(SCC(=O)N3CCCCC3C)n[nH]2)cc1 (stereo unspecified)
→ -6.6%, -7.2%, -11.8%, -3.1%, -3.4%, 1.9%, 1.0%
CCOC(=O)Cn1c(=O)n(C2CCCCC2)c2nc(-c3cccc(OC)c3)nc(C(N)=O)c21
→ -21.4%, 1.8%, -6.0%, 5.8%, -4.5%, 0.9%, 1.2%
Cc1ccccc1CSc1ccc(-c2cccs2)nn1
→ ?, ?, -22.2%, ?, -0.8%, 4.0%, -11.8%
Cc1ccc2onc(CC(=O)Nc3ccc(C(C)C)cc3)c2c1
→ 12.4%, -5.7%, -22.8%, 7.7%, -10.5%, -0.2%, -9.2%
Clc1ccc(N2CCN(c3ncnc4c3cnn4-c3ccccc3)CC2)cc1Cl
→ -1.5%, -2.8%, 15.2%, 6.1%, 1.1%, -2.4%, 0.4%
CC(=O)N1CCc2cc(S(=O)(=O)CCC(=O)NCc3ccc(Cl)cc3)ccc21
→ -10.4%, -2.5%, ., ., 2.9%, -1.4%, -2.6%
Cc1cccc(C)c1-n1ncc(C(=O)O)c1C1CCN(C(=O)OC(C)(C)C)CC1
→ -11.3%, -3.5%, -3.0%, 6.3%, 3.6%, -2.4%, -0.2%
O=C(NCCc1ccccc1)c1ccc2c(c1)N(Cc1ccc(F)cc1)C(=O)CS2
→ 19.9%, 22.1%, ?, 18.4%, -0.2%, 2.9%, -3.3%
Cc1ccc(NC(=O)Cn2c(=O)n(CCc3ccccc3)c(=O)c3c4c(sc32)CCCC4)c(C)c1
→ 9.7%, -2.5%, -9.0%, 8.6%, -12.7%, -1.7%, -0.2%

# Assay outcomes as filed in PubChem.

# Some of the compounds tested; rates above refer to the full screens.
